High-throughput results deposited in PubChem BioAssay by several laboratories.
Anthrax LF prot: inhibitors of Bacillus anthracis lethal factor protease | inhibition, % at 10 µM | multiplex microsphere protease cleavage assay, LF | 360,000 tested, 0.12% active; further: plate controls were buffer without enzyme for full effect and enzyme alone for no effect
PfHsp40 rescue: rescue of PfHsp40-mediated yeast toxicity. S. cerevisiae expressing PfHsp40, growth rescue, ATP luminescence. growth rescue, % at 12.5 µM. 340,000 tested, 0.68% active. AID 504582; in the data active means growth rescue above about 28%, passing the limit was not always enough; inconclusive means no clear call, values can overlap the other calls;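 further: yeast W303a lacking pdr1 and pdr3 grown in galactose medium; growth measured after three days at 30 °C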
BoNT-A LC inh2: blocks Botulinum neurotoxin A light chain protease | multiplex microsphere protease substrate cleavage, flow cytometry | inhibition, % at 10 µM | 360,000 tested, 0.17% active | AID 588499; further: plate controls were buffer without enzyme for full effect and enzyme alone for no effect
Mtb BioA inh: BioA (M. tuberculosis) enzyme inhibition; 360,000 tested, 0.096% active; inhibition, % at 9.99 µM; AID 602481; purified M. tuberculosis BioA enzyme, plate reader; in the data active means inhibition above about 40%; inconclusive means no clear call, values can overlap the other calls
FadD28 FP inh: blocks FadD28 binding to the bisubstrate probe; fluorescence polarization; inhibition, % at 12.5 µM; 360,000 tested, 0.22% active; AID 588549; in the data active means inhibition above about 8.5%, passing the limit was not always enough; inconclusive means no clear call, values can overlap the other calls
Mtb UGM inh: Mtb UDP-galactopyranose mutase inhibition; inhibition, % at 10 µM; P9WIQ1; 320,000 tested, 0.06% active; purified UGM, fluorescence polarization probe displacement; in the data active means inhibition above about 10%, passing the limit was not always enough; inconclusive means no clear call, values can overlap the other calls
Target sequence (P9WIQ1 whole entry, looked up): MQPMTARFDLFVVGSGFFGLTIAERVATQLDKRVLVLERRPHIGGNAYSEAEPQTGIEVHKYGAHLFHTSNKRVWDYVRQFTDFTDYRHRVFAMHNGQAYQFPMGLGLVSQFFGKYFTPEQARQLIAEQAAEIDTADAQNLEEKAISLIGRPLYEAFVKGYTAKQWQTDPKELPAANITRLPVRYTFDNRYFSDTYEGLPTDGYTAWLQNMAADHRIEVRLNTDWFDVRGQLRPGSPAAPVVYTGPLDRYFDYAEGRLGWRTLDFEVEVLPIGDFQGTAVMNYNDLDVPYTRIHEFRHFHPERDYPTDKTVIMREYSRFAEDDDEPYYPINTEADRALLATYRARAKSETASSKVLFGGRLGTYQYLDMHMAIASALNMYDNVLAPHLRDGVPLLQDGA
BoNT-F LC inh: BoNT F light chain protease inhibition. Multiplex microsphere protease cleavage assay, flow cytometry. inhibition, % at 10 µM. 360,000 tested, 0.22% active; in the data active means inhibition above about 35%, passing the limit was not always enough; inconclusive means no clear call, values can overlap the other calls; further: plate controls were buffer without enzyme for full effect and enzyme alone for no effect
GDH-TPI inh: inhibits GDH-TPI coupling enzymes, artifact for Mtb FBA screen; GDH-TPI coupled enzyme counterscreen, NADH absorbance; inhibition, % at 4.8 µM; 360,000 tested, 1.2% active; in the data active means inhibition above about 30%;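 further: 0% = DMSO wells and 100% = wells lacking the enzyme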
FBA Mtb inh: inhibits M. tuberculosis FBA enzyme | P9WQA3 | purified M. tuberculosis FBA, fluorescence read-out | inhibition, % at 1 µM | 360,000 tested, 2.3% active; in the data active means inhibition above about 27%;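 further: 0% = vehicle and 100% = reference inhibitor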
Target sequence (P9WQA3 whole entry, looked up): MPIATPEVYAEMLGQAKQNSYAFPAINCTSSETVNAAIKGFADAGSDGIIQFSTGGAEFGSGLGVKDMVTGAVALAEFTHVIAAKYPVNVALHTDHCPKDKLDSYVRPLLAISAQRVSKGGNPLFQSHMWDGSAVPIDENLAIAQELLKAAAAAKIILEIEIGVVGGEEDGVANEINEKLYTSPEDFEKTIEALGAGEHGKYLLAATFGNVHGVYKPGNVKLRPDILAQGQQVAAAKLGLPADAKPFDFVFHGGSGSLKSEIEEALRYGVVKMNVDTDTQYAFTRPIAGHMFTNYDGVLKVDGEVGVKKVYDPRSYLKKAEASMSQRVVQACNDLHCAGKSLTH
An asterisk follows results filed as active; ? = inconclusive; / = no result given. Unless noted, no stated cut-off is given here; in the data, active means inhibition above about 30%; inconclusive means no clear call, values can overlap the other calls; inactive means below that.

SMILES | Anthrax LF prot | PfHsp40 rescue | BoNT-A LC inh2 | Mtb BioA inh | FadD28 FP inh | Mtb UGM inh | BoNT-F LC inh | GDH-TPI inh | FBA Mtb inh
O=C(NCCNc1ccccc1[N+](=O)[O-])c1ccccc1F | -3 | 1.7 | -3.3 | 0.9 | -4.4 | 0.5 | -1 | -2 | -2
Nc1nc(-c2ccccc2)nc2sc3c(c12)CCCC3 | -1 | 0.0 | -0.1 | -0.3 | 0.2 | 5.2 | -7 | 6 | 6
Cc1nn(-c2cccc(Cl)c2)c2nc(C(F)(F)F)[nH]c(=O)c12 | -2 | 0.5 | -0.1 | / | -1.1 | 1.5 | -1 | 2 | 2
Cn1c(=O)c2c(-c3ccccc3)n(-c3ccccc3Br)cc2n(C)c1=O | -8 | / | -0.3 | -1.2 | -2.6 | / | -4 | / | 8
Cc1ccc(N(C(=O)CCCC(=O)Nc2ccccn2)C(C(=O)NC2CCCC2)c2ccc(O)cc2)cc1C (stereo unspecified) | -4 | 0.1 | 0.8 | -2.3 | -1.2 | 3.6 | 9 | 8 | -5
CSc1ccc(-c2nc3cnccn3c2Nc2ccc3c(c2)OCO3)cc1 | -2 | 7.8 | -0.7 | 61* | 1.5 | -3.4 | -4 | 24 | 3
Cc1cccc(N(Cc2cc3cc(C)ccc3[nH]c2=O)C(=O)c2cccs2)c1 | -1 | -0.7 | -0.7 | / | -1.6 | 1.0 | -3 | 28 | 5
O=C(Cc1cn2ccsc2n1)Nc1ccccn1 | 1 | -0.7 | -0.2 | -0.3 | -2.3 | 0.4 | -4 | -2 | 1
O=[N+]([O-])c1cccc(/C=C/c2ccccn2)c1 | 13 | 0.4 | -2.0 | -1.0 | -0.2 | -1.0 | 9 | 10 | 1
Cc1cc2ccccc2n2c(SCC(=O)NCc3cccs3)nnc12 | -2 | 0.3 | 0.4 | 0.3 | -2.5 | 4.5 | 4 | 3 | 4
Cc1ccccc1NC(=O)COC(=O)c1ccc2nc(C)c(C)nc2c1 | -2 | 0.7 | 0.1 | 0.5 | -3.0 | -1.5 | -2 | 1 | 0
CCCCn1c(CNC(=O)C23CC4CC(CC(C4)C2)C3)nnc1SCC(=O)Nc1nnc(C)s1 | -3 | 0.2 | -0.5 | -0.5 | -2.5 | 1.8 | -8 | -10 | -2
CC(C)C(NC(=O)c1c(F)cccc1F)C(=O)N1CCN(S(=O)(=O)c2ccc(F)cc2)CC1 (stereo unspecified) | 1 | -1.3 | -0.3 | -0.7 | 0.2 | 0.0 | -6 | 2 | 0
Cc1ccc2cc3cc(C(=O)NC4CCCCC4)oc3nc2c1 | -2 | 2.5 | -2.3 | -2.1 | -4.5 | -0.2 | -1 | 14 | 39*
O=C(Nc1ccc2c(c1)OCCO2)c1ccc(Cl)c(S(=O)(=O)N2CCCCC2)c1 | -10 | 3.8 | -1.2 | 1.1 | -0.8 | 2.2 | -16 | 17 | -4
O=C(NC1CCCCC1)C(c1cccnc1)N(C(=O)c1csnn1)c1ccc(F)cc1 (stereo unspecified) | 1 | 0.1 | 0.4 | -0.9 | 0.9 | 0.2 | -4 | 2 | 3
Cc1ccc(S(=O)(=O)CCC(=O)Nc2nc3c(s2)CCCC3)cc1 | 6 | 1.2 | -0.2 | -2.1 | 0.5 | 0.2 | -4 | -1 | 11
CCCCN1C=C(C(=O)OC)C(c2ccccc2C(F)(F)F)C(C(=O)OC)=C1 | -1 | 0.3 | 1.1 | 0.1 | -0.1 | -2.6 | 7 | 3 | 14
CC1CCN(c2oc(-c3ccco3)nc2S(=O)(=O)c2ccccc2)CC1 | 0 | 0.6 | -2.3 | 0.6 | -2.5 | -1.6 | -4 | 13 | 1
O=c1c2ccccc2oc2ccc(NCCCN3CCOCC3)cc12 | -2 | -0.5 | -0.4 | 12 | -3.0 | -0.1 | 1 | 8 | 1
Cc1cc(Cl)ccc1OCC(=O)N1CCN(C)CC1 | 1 | 0.1 | 0.3 | 1.3 | -3.5 | 1.7 | 6 | -8 | -2
CCCNS(=O)(=O)c1ccc(CCC(=O)N2CCCC2)cc1 | 6 | 0.6 | 0.8 | / | 0.3 | 1.4 | -1 | 4 | 2
C=CCNC(=O)c1cnc2n(c1=O)CCS2 | 4 | 0.0 | 0.5 | 2.3 | 0.4 | 1.2 | -2 | -8 | 2
COc1cc(NC(C)CCc2ccccc2)cc(OC)c1OC (stereo unspecified) | -27 | 0.3 | -0.7 | -1.1 | -5.3 | -0.4 | 15 | -15 | -1

Next part, overlapping the part above by two compounds.
SMILES | Anthrax LF prot | PfHsp40 rescue | BoNT-A LC inh2 | Mtb BioA inh | FadD28 FP inh | Mtb UGM inh | BoNT-F LC inh | GDH-TPI inh | FBA Mtb inh
C=CCNC(=O)c1cnc2n(c1=O)CCS2 | 4 | 0.0 | 0.5 | 2.3 | 0.4 | 1.2 | -2 | -8 | 2
COc1cc(NC(C)CCc2ccccc2)cc(OC)c1OC (stereo unspecified) | -27 | 0.3 | -0.7 | -1.1 | -5.3 | -0.4 | 15 | -15 | -1
CCNC(=O)C1(C)CCCN(C(=O)c2ccc(F)c(C)c2)C1 (stereo unspecified) | -5 | / | -0.3 | -0.2 | -2.5 | / | 9 | 4 | -1
Nc1nc2c(ccc3ccccc32)s1 | -9 | -2.0 | -1.0 | / | -1.0 | 1.8 | 3 | 2 | 12
N#C/C=C1/NC(=O)c2ccccc2S1 | -8 | -1.6 | 0.5 | -0.5 | 0.5 | 0.5 | 6 | 1 | 4
CCCCn1c(SCC(=O)N2CCN(c3ccccc3)CC2)nc2ccsc2c1=O | -4 | -0.6 | -0.4 | 4.6 | -2.0 | 0.7 | 4 | 11 | 7
COc1ccc(C(c2nnnn2Cc2ccccc2)N2CCN(c3nc4ccccc4s3)CC2)cc1 (stereo unspecified) | -11 | -0.5 | -0.4 | -1.1 | -2.2 | -3.0 | 0 | 2 | 3
O=c1ccc(Oc2nc(N3CCCCC3)nc(N3CCCCC3)n2)n[nH]1 | -3 | -0.5 | -0.5 | / | 2.6 | -1.5 | -7 | 3 | -1
COc1cc(C(=O)N/N=C/c2sccc2C)cc(OC)c1OC | 1 | -1.2 | 0.0 | / | -3.1 | / | -3 | 24 | 0
CCn1ccnc1CN1CCCC(C(=O)c2ccc(OC)cc2OC)C1 (stereo unspecified) | 0 | -0.3 | -1.0 | 0.7 | -0.4 | -2.4 | -4 | -2 | 2
COc1cccc(/C=N/Nc2nccnc2Cl)c1O | -1 | 88* | -1.3 | / | -3.0 | / | -8 | 8 | -5
CCCCCc1c(O)nc(SCCN2CCOCC2)[nH]c1=O | -7 | 0.6 | 0.1 | / | -3.9 | 0.0 | -3 | -10 | -1
CCOC(=O)CNC(=O)CSc1nnc(-c2cccc(OC)c2)n1CC | 2 | 0.0 | 1.5 | 0.7 | -3.6 | -1.3 | 5 | 0 | 3
COCc1nnc(NC(=O)CCCOc2ccccc2OC)s1 | 0 | -2.4 | -0.1 | -1.6 | -0.2 | -1.1 | 20 | 4 | 5

Next part (4 carried over from the part before).
SMILES | Anthrax LF prot | PfHsp40 rescue | BoNT-A LC inh2 | Mtb BioA inh | FadD28 FP inh | Mtb UGM inh | BoNT-F LC inh | GDH-TPI inh | FBA Mtb inh
COc1cccc(/C=N/Nc2nccnc2Cl)c1O | -1 | 88* | -1.3 | / | -3.0 | / | -8 | 8 | -5
CCCCCc1c(O)nc(SCCN2CCOCC2)[nH]c1=O | -7 | 0.6 | 0.1 | / | -3.9 | 0.0 | -3 | -10 | -1
CCOC(=O)CNC(=O)CSc1nnc(-c2cccc(OC)c2)n1CC | 2 | 0.0 | 1.5 | 0.7 | -3.6 | -1.3 | 5 | 0 | 3
COCc1nnc(NC(=O)CCCOc2ccccc2OC)s1 | 0 | -2.4 | -0.1 | -1.6 | -0.2 | -1.1 | 20 | 4 | 5
CCOc1cc(NC(=S)NCC2CCCO2)c(OCC)cc1NC(=O)c1ccccc1 (stereo unspecified) | -3 | -0.4 | -1.2 | 1.8 | -2.0 | 0.0 | -3 | 15 | 0
CC(=O)c1ccc(OCc2cc([N+](=O)[O-])cc3c2OCOC3)cc1 | -8 | 2.2 | -1.7 | / | -3.0 | -2.6 | -6 | 2 | 2
O=C(NCc1nc2ccccc2[nH]1)c1c(F)c(F)c(F)c(F)c1F | -1 | -0.8 | -0.5 | / | -1.7 | -0.1 | 3 | 0 | 0
C=CCn1c(SCC(=O)c2[nH]c(C)c(C(=O)OC)c2C)nc2scc(-c3ccc(OC)c(OC)c3)c2c1=O | -2 | 0.8 | -4.1 | / | 1.3 | -0.6 | -35 | 8 | 1
O=C(CSc1nc2ccccc2n1Cc1ccccc1)N/N=C/c1ccccc1C(=O)O | 2 | 1.1 | -0.5 | 2.2 | -2.9 | 0.8 | -8 | 8 | 1
CCOc1cc(/C=N/NS(=O)(=O)c2ccc(OC)cc2)ccc1OCCN1CCOCC1 | 2 | -0.2 | -0.6 | / | 1.1 | -0.5 | -8 | 6 | 1
COc1ccc(C)cc1S(=O)(=O)Nc1ccc(F)cc1 | -5 | 0.8 | 0.1 | -0.2 | -0.9 | 0.7 | -18 | 4 | 4
O=C(NCCCNC(=O)c1ccccc1F)c1ccco1 | 1 | -1.1 | 2.8 | / | -0.5 | -0.8 | 10 | -6 | -1
Cn1nnnc1SCc1cccc2ccccc12 | -1 | 1.3 | 0.0 | / | -4.9 | 0.7 | 2 | -8 | -3
COc1ccc(N2CCN(C(=O)CNC(=O)Cc3ccc(Cl)cc3)CC2)cc1 | -3 | 0.3 | -5.2 | -1.0 | -3.7 | 2.8 | -8 | 7 | -1
CCn1c(Cc2ccccc2)nnc1SCc1ccc([N+](=O)[O-])cc1 | 1 | 0.8 | 0.0 | 22 | -6.5 | -0.7 | 0 | -5 | -2
CCN(CC)CCOc1ncnc2c1oc1ccccc12 | 0 | -0.5 | ? | 0.8 | -1.6 | -2.4 | 5 | 7 | 0
CCN(c1cccc2ccccc12)S(=O)(=O)c1ccc(Cl)nc1 | 3 | 1.0 | -0.5 | -0.8 | -7.9 | 0.4 | 0 | -8 | 0
NS(=O)(=O)c1ccc(CCNC(=O)COC(=O)CCc2ccccc2)cc1 | 1 | 0.5 | 0.0 | -1.6 | -3.1 | 4.4 | -2 | 0 | 3
CCc1nc(NCCc2ccccn2)c2nnn(Cc3ccccc3F)c2n1 | 0 | -0.5 | 0.9 | 0.2 | -3.0 | -0.2 | -1 | -1 | -13
CC(C)NC(=O)CC(c1ccccc1)c1cc(Br)ccc1O (stereo unspecified) | -1 | 1.4 | 0.0 | / | -2.4 | 3.9 | -3 | -8 | 1
COc1ccc(CNC(=O)c2c(N)n(CCCN3CCOCC3)c3nc4ccccc4nc23)cc1 | 10 | -1.6 | 14 | / | -0.6 | 0.5 | -3 | 13 | 55*
O=C(OCc1cccc([N+](=O)[O-])c1)c1ccc[nH]c1=O | -5 | -0.3 | 1.6 | -1.7 | 0.4 | -4.5 | -2 | 7 | 4
CN(C)c1ccc(/C=N/N=C(N)N)cc1[N+](=O)[O-] | -9 | 0.1 | 0.3 | / | -2.6 | -0.5 | -1 | 30 | 80*
O=c1c2ccccc2c(/C=N/n2cnnc2)c(O)n1-c1ccccc1F | -4 | -0.3 | 0.1 | -1.0 | 3.2 | 3.8 | -4 | 16 | 33*
CCOC(=O)c1cnc(Nc2nc3ccccc3o2)nc1CSC(=S)N1CCCCC1 | -2 | -0.5 | -1.2 | / | -2.4 | 2.4 | -3 | 14 | 1
COc1cc(C(=O)Nc2ccc(C(=O)c3ccncc3)cc2)cc(OC)c1OC | -5 | / | 0.1 | 2.5 | -0.9 | / | -5 | 13 | 2
CCOc1ccccc1C(=O)N1CCC(n2nnc3cc(C(F)(F)F)ccc32)CC1 | 1 | -0.3 | 0.3 | -3.5 | -3.2 | -2.1 | 4 | 6 | 8
COc1ccc(C(=O)NC2CC2)cc1OC1CCN(Cc2cnn(C)c2)CC1 | -1 | -0.5 | -0.5 | -1.5 | -1.6 | 1.4 | -10 | 2 | 4
